Screens from PubChem BioAssay.
OTUD3 inh: inhibitors of human OTUD3 deubiquitinase | purified OTUD3, Ub-rhodamine fluorescence, 2 h | inhibition, % at 25 µM | 47,000 tested, 0.7% active | AID 1645858
USP17 block: blocks human USP17 ubiquitin-rhodamine cleavage; A8MUK1; purified USP17, Ub-rhodamine cleavage fluorescence, 3 h; inhibition, % at 50 µM; 47,000 tested, 6.5% active; AID 1645855
USP8 block: human USP8 deubiquitinase inhibition | P40818 | purified USP8, Ub-rhodamine cleavage fluorescence, 30 min | inhibition, % at 20 µM | 47,000 tested, 4.2% active | AID 1645853
Target sequence (P40818 whole entry, looked up): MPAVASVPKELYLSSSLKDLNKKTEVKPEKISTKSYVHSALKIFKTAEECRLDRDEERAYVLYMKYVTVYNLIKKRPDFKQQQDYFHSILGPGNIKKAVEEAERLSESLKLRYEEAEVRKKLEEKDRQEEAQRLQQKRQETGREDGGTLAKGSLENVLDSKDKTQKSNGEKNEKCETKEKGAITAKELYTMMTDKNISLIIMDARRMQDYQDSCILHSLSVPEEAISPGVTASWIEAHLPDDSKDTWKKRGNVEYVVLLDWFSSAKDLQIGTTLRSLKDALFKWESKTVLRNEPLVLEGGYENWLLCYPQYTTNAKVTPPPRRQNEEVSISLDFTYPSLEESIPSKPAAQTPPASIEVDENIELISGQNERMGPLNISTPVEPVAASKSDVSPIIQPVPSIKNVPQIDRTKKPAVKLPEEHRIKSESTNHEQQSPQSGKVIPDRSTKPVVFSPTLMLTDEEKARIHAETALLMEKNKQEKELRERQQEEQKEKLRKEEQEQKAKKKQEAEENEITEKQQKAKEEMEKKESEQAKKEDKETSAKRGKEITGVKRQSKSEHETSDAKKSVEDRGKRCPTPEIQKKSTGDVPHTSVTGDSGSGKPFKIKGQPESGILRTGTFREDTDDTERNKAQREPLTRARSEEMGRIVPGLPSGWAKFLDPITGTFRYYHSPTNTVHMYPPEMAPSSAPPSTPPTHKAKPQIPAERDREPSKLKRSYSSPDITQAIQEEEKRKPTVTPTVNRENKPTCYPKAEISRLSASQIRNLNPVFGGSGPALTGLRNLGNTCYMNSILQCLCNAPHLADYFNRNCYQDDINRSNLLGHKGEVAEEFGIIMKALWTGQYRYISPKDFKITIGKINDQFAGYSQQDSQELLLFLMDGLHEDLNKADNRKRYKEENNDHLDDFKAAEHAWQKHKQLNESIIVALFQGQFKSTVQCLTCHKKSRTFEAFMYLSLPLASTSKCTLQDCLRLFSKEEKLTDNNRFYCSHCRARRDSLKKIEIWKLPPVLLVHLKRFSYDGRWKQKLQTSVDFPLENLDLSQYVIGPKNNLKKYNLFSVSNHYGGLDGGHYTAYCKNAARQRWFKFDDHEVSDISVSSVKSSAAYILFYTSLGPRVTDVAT
USP28 block: blocks human USP28 ubiquitin-rhodamine cleavage. 47,000 tested, 3% active. Q96RU2. purified USP28, Ub-rhodamine cleavage fluorescence, 30 min. inhibition, % at 25 µM
USP30 block: inhibitors of human USP30 deubiquitinase; 47,000 tested, 5.3% active; AID 1645860; inhibition, % at 25 µM; purified USP30, Ub-rhodamine cleavage fluorescence
UCHL1 inh: human UCHL1 deubiquitinase inhibition | P09936 | purified UCHL1, Ub-rhodamine cleavage fluorescence | inhibition, % at 20 µM | 47,000 tested, 0.2% active
USP10 block: blocks human USP10 ubiquitin-rhodamine cleavage; 47,000 tested, 1.1% active; inhibition, % at 20 µM; Q14694; AID 1645856; purified USP10, Ub-rhodamine fluorescence, 60 min
USP7 block: blocks human USP7 ubiquitin-rhodamine cleavage; Q93009; purified USP7, Ub-rhodamine cleavage fluorescence; inhibition, % at 20 µM; 47,000 tested, 0.3% active; AID 1645854
An asterisk follows results filed as active; i = inactive; x = no result given. Rule as the data show it: active = inhibition above about 30%; inactive = the rest.

entry | Molecule | OTUD3 inh | USP17 block | USP8 block | USP28 block | USP30 block | UCHL1 inh | USP10 block | USP7 block
1 | COc1cccc(NC(=O)N2CC[C@H]3N(C)CC[C@@]3(C(=O)N3CCCC3)CC2)c1 | -20 | -21 | -81 | -8 | -23 | -5 | -4 | 0
2 | O=C(NCc1ccc(F)cc1)Nc1ccc(-c2nnc(-c3ccccc3)o2)cc1 | -2 | 72* | 4 | x | x | -1 | 5 | 7
3 | O=C(c1cscn1)N1CCC2(CN(Cc3ccc(-c4ccccc4)cc3)C2)C1 | -23 | -34 | -2 | -9 | -12 | -2 | -1 | -3
4 | Cc1cc(C(=O)N2CCC3(CC2)CC[C@@]2(C(=O)N(C)C)CN(S(C)(=O)=O)C[C@@H]32)n[nH]1 | -4 | -48 | -244 | -14 | -32 | -4 | 0 | -2
5 | Cc1nn(-c2nc3ccccc3o2)c2c1C(c1ccc(C#N)cc1)CC(=O)N2 (stereo not drawn) | 3 | 3 | -34 | 2 | 19 | 3 | 6 | 0
6 | Cn1cc(-c2ccccc2NC(=O)c2ccccc2)cn1 | 17 | 6 | 0 | 11 | 11 | 2 | 0 | 2
7 | CCOC(=O)c1ccc(NC(=O)CSc2nnc(CNC(=O)c3cccs3)o2)cc1 | 5 | 50* | 4 | 4 | 18 | 4 | 2 | 4
8 | CCOc1ccccc1NC(=O)c1cc(S(=O)(=O)N2CCCCC2)ccc1F | 9 | 29 | 16 | 28 | 29 | 3 | 10 | 7
9 | O=C(c1ccccc1F)N1CCC(NS(=O)(=O)c2ccc(Cl)cc2)CC1 | 0 | 0 | -6 | 0 | -1 | -3 | 0 | 0
10 | COc1ccccc1C(=O)NCC(c1ccc2c(c1)CCN2C)N1CCCCC1 (stereo not drawn) | -9 | -6 | -25 | -23 | -11 | -2 | 1 | 3
11 | O=C(NC1CC1)c1cc(-c2ccco2)nc2onc(-c3ccccc3)c12 | -3 | 31* | 1 | -9 | -131 | 1 | -7 | -11
12 | Cc1cc(-c2cccc(C(=O)O)c2)nc(C2CCCN(S(C)(=O)=O)C2)n1 (stereo not drawn) | 13 | 5 | 20 | 10 | 25 | 1 | 2 | 4
13 | Cc1cc(F)ccc1NC(=O)COc1ccccc1-c1nnc(-c2ccccc2)o1 | -3 | 27 | -1 | -2 | 22 | -5 | -3 | -2
14 | CCOc1ccccc1CN1CCN(c2cnn3cnnc3c2)CC1 | -3 | -8 | -8 | -22 | -17 | 0 | -1 | 1
15 | COC(=O)c1ccc(S(=O)(=O)NCc2ccco2)o1 | 27 | 12 | 22 | 12 | 15 | 3 | 0 | 3
16 | Cc1ccc(C(=O)N2CCN(C3CCN(Cc4c(C)noc4C)CC3)C(=O)C2)cc1 | 2 | 1 | -4 | -1 | 0 | 1 | -1 | 2
17 | CC(C(=O)Nc1ccccc1F)C1CCN(C(=O)Nc2ccccc2)CC1 (stereo not drawn) | -6 | 0 | 3 | -4 | -4 | 1 | 0 | 0
18 | CCC(C)NC(=O)N1CCN(Cc2nc3cccnc3n2-c2ccccc2)CC1 (stereo not drawn) | 0 | 0 | 2 | -4 | -21 | 0 | -1 | 1
19 | c1ccc(-n2nnnc2N2CCCC2c2ccc3c(c2)OCCCO3)cc1 (stereo not drawn) | 0 | -7 | -9 | -4 | 0 | -2 | -2 | -1
20 | Cc1nn(C)cc1S(=O)(=O)Nc1ccn(Cc2cccc(F)c2)n1 | 4 | -1 | 1 | -1 | 4 | 0 | 1 | 0

Only USP7 block (three entries from above):
nr | compound | USP7 block
17 | CC(C(=O)Nc1ccccc1F)C1CCN(C(=O)Nc2ccccc2)CC1 (stereo not drawn) | 0
18 | CCC(C)NC(=O)N1CCN(Cc2nc3cccnc3n2-c2ccccc2)CC1 (stereo not drawn) | 1
19 | c1ccc(-n2nnnc2N2CCCC2c2ccc3c(c2)OCCCO3)cc1 (stereo not drawn) | -1

The list continues.
entry | Molecule | OTUD3 inh | USP17 block | USP8 block | USP28 block | USP30 block | UCHL1 inh | USP10 block | USP7 block
21 | Cc1cc(C)n(-c2nnc(NCCc3ccccc3)nn2)n1 | 21 | 11 | -2 | 8 | 15 | 7 | 0 | 13
22 | CCOC(=O)c1sc2ccccc2c1S(=O)(=O)N1CCc2ccccc21 | 0 | -12 | -104 | -4 | -22 | 4 | 3 | 3
23 | CCOc1ccccc1NC(=O)Nc1nnc(CC(=O)N2CCOCC2)s1 | -1 | -1 | -3 | 0 | -8 | -4 | 0 | -1
24 | O=C(C1=C(O)C(=O)N(CCN2CCOCC2)C1c1ccc(Br)cc1)c1cc2ccccc2o1 (stereo not drawn) | -18 | -41 | -220 | -17 | -78 | -7 | -3 | -15
25 | COc1ccccc1Nc1c(-c2nc(C)no2)cnc2nc(C)ccc12 | -14 | -16 | -9 | -1 | -11 | -2 | -5 | -1
26 | COc1cc(OC)cc(C(=O)N2CCN(c3nc(-c4ccccc4)no3)CC2)c1 | -10 | -11 | -239 | -11 | -21 | 0 | 0 | -17
27 | O=S1(=O)CCN(Cc2ccc(Cl)c(C(F)(F)F)c2)CC1 | -3 | -4 | 0 | 0 | -2 | -3 | 0 | x
28 | Cc1ccc(C)c(NC(=O)Cn2cnc3c(c(C)c(C)n3-c3ccccc3)c2=O)c1 | 0 | 0 | 16 | -4 | -13 | -2 | 11 | 7
29 | Cc1cc(N2CCN(c3ncccn3)CC2)nc2ccc(NC(=O)C3CC3)cc12 | -1 | 24 | -12 | 30 | 7 | 0 | 0 | -6
30 | O=C(NCc1cccnc1)c1cccc(S(=O)(=O)Nc2cccc(Cl)c2)c1 | 1 | 0 | -14 | 0 | -12 | 0 | 1 | 2

Part of the list above, as labelled records:
23: CCOc1ccccc1NC(=O)Nc1nnc(CC(=O)N2CCOCC2)s1
  OTUD3 inh = -1
  USP17 block = -1
  USP8 block = -3
  USP28 block = 0
  USP30 block = -8
  UCHL1 inh = -4
  USP10 block = 0
  USP7 block = -1

24: O=C(C1=C(O)C(=O)N(CCN2CCOCC2)C1c1ccc(Br)cc1)c1cc2ccccc2o1 (stereo not drawn)
  OTUD3 inh = -18
  USP17 block = -41
  USP8 block = -220
  USP28 block = -17
  USP30 block = -78
  UCHL1 inh = -7
  USP10 block = -3
  USP7 block = -15

25: COc1ccccc1Nc1c(-c2nc(C)no2)cnc2nc(C)ccc12
  OTUD3 inh = -14
  USP17 block = -16
  USP8 block = -9
  USP28 block = -1
  USP30 block = -11
  UCHL1 inh = -2
  USP10 block = -5
  USP7 block = -1

26: COc1cc(OC)cc(C(=O)N2CCN(c3nc(-c4ccccc4)no3)CC2)c1
  OTUD3 inh = -10
  USP17 block = -11
  USP8 block = -239
  USP28 block = -11
  USP30 block = -21
  UCHL1 inh = 0
  USP10 block = 0
  USP7 block = -17

(next part)
entry | Molecule | OTUD3 inh | USP17 block | USP8 block | USP28 block | USP30 block | UCHL1 inh | USP10 block | USP7 block
31 | O=C(c1ccccn1)N1C[C@@H]2C[C@H]1C[C@@H]2NS(=O)(=O)c1ccccc1 | -2 | -1 | 1 | -7 | 6 | -2 | -1 | 5
32 | Cc1cccc(CNC(=O)CCc2nc3c(C)cccc3c(=O)n2C)c1 | 1 | -7 | -7 | -11 | 15 | -4 | 2 | -7
33 | Cc1cn2ncn(CC(=O)N3CCCC3)c(=O)c2c1C | -4 | 2 | 6 | -4 | -3 | -1 | 2 | -1
34 | COc1ccc(C(=O)N2CCC(c3nc(C)ncc3-c3cc(C)no3)CC2)o1 | -1 | -1 | 1 | 3 | -17 | -2 | -3 | 0
35 | O=C(NCc1ccc2c(c1)OCO2)c1ccc2ncsc2c1 | 4 | 4 | -8 | 4 | -12 | -2 | -3 | 2
36 | O=C(Cc1ccccn1)N1C[C@H](OCC2CCOCC2)[C@H]2COC[C@H]21 | -2 | -35 | -4 | -11 | -16 | 0 | -5 | 0
37 | CN1[C@@H](CCC(=O)N2CCN(c3ccccn3)CC2)CNC(=O)[C@@H]2[C@H]1CCN2C1CCOCC1 | 14 | -33 | 69* | 36* | 44* | 12 | -2 | -13
38 | Cc1nc(-c2cccc(N3CC(C(=O)N4CCc5ccccc54)CC3=O)c2)no1 (stereo not drawn) | 22 | 8 | 17 | 20 | 19 | 1 | 0 | 2
39 | O=C(Nc1ccccc1C(F)(F)F)/C(=C\c1ccccc1)c1ccccc1 | -4 | -5 | 4 | -10 | -3 | -3 | 4 | 4
40 | O=C(c1c2c(-c3cccnc3)ncnc2n2ccccc12)N1CCCC1 | -183 | -124 | -160 | -233 | i | -158 | -6 | -172

One compound at a time, from the list above. Screens in order: OTUD3 inh	USP17 block	USP8 block	USP28 block	USP30 block	UCHL1 inh	USP10 block	USP7 block
`O=C(Nc1ccccc1C(F)(F)F)/C(=C\c1ccccc1)c1ccccc1` as listed: -4	-5	4	-10	-3	-3	4	4
`CN1[C@@H](CCC(=O)N2CCN(c3ccccn3)CC2)CNC(=O)[C@@H]2[C@H]1CCN2C1CCOCC1` as listed: 14	-33	69*	36*	44*	12	-2	-13
`O=C(Cc1ccccn1)N1C[C@H](OCC2CCOCC2)[C@H]2COC[C@H]21` as listed: -2	-35	-4	-11	-16	0	-5	0
`O=C(c1ccccn1)N1C[C@@H]2C[C@H]1C[C@@H]2NS(=O)(=O)c1ccccc1` as listed: -2	-1	1	-7	6	-2	-1	5

Continuation.
entry | Molecule | OTUD3 inh | USP17 block | USP8 block | USP28 block | USP30 block | UCHL1 inh | USP10 block | USP7 block
41 | CCOC(=O)C1CCCN1C(=O)c1ccc(-c2ccccc2)cc1 (stereo not drawn) | 1 | -5 | -2 | 7 | 27 | 1 | -1 | 3
42 | CCOC(=O)c1nc(Nc2cccc(C)c2)c2c3c(sc2n1)CCCC3 | -5 | -21 | 10 | -22 | -35 | -2 | -2 | 0
43 | C[C@H]1O[C@@H](c2ccc3c(c2O)C(=O)c2ccc(C[C@@](C)(O)CC(=O)O)c(O)c2C3=O)C[C@@H](O)[C@@H]1O | -138 | -163 | -276 | -183 | i | -157 | -3 | -142
44 | CC1CCN(CC2CCN(C(=O)Nc3ccc(F)cc3F)CC2)CC1 | -2 | 19 | 1 | 0 | -4 | -1 | -3 | 0
45 | COc1cccc(NC(=O)N2CCCCCC2c2ccc(C)s2)c1 (stereo not drawn) | 2 | 0 | -8 | 0 | 4 | 1 | 5 | 0
46 | O=C(COC(=O)Cc1c[nH]c2ccccc12)Nc1ccc(Cl)cc1F | -10 | -7 | -28 | 5 | -65 | -8 | -11 | -10
47 | Cc1ccsc1CCNC(=O)c1cc(-c2ccccc2)c(N2CCOCC2)s1 | 0 | -2 | 3 | 1 | 9 | 3 | 3 | 9
48 | O=c1c(-n2cncn2)c[nH]n1-c1ccc(F)cc1F | 9 | -33 | -3 | 2 | -6 | -2 | 0 | 2
49 | CCn1c(=O)n(CC(=O)c2ccc(F)cc2F)c2c(C(N)=O)nc(-c3ccco3)nc21 | 10 | 26 | 48* | 0 | -84 | 13 | 7 | 25
50 | O=C1CCCN1Cc1ncn2c1CN(Cc1cccnc1)CCC2 | -1 | -26 | -171 | -4 | 1 | -3 | 0 | 0
51 | Cc1nc2n(n1)CCN(C(=O)c1cc(C(C)C)[nH]n1)C2 | 6 | 8 | 10 | 2 | 10 | -1 | -1 | -2

Random draw from the library; 14% or so of the library scored in one or more.
